Assay outcomes (PubChem BioAssay)
ATXN2 expr inh – reduces ATXN2 reporter expression in HEK-293 cells | HEK-293 ATXN2-luciferase reporter, luminescence, 24 h | 0.72% of 360,000 active | Potency, µM (top dose mostly 57 µM), for the others: at the top dose activity change, negative = inhibition, actives largely listed as inhibitors; note: % is set by controls: 0 for no effect and ±100 for the full control effect; nearly all actives have a fitted effect of over 55% in size
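qHTS (up to 57 uM final) was run with 24 h compound exposure of reporter cells at 37 °C. Each well was multiplexed: SteadyGlo luminescence measured ATXN2-luciferase expression after a fluorogenic Gly-Phe-AFC viability readout (25 uM final).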
TGFb SMAD3 inh – TGF-b pathway inhibition | HepG2 CAGA-GFP TGF-b/SMAD3 reporter, GFP fluorescence, 18 h; TGF-beta stimulated, 500 pg/mL final | Potency, µM (titrated, usually from 46.1 µM), without a hit: at the top dose activity, negative = inhibition, usual class: inhibitors | 1.2% of 410,000 active; note: % is set by controls: 0 for no effect and ±100 for the full control effect; nearly all actives have a fitted effect of over 65% in size
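HEPG2 CAGA-GFP, 1000 cells/well; 2 h settle, 37 C; cpd via pin tool; TGF-b 500 pg/mL final; 18 h, 37 C; GFP imaging ex488/em500-530; %Activity normalised to -TGF-b and +DMSO controls; CRC fit, curve class.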
Nrf2 activator – Nrf2 pathway activation | AREc32 ARE-luciferase reporter (MCF7-derived line), luminescence, 24 h | Potency, µM (titrated, usually from 46.1 µM), without a hit: at the highest dose activation, most hits filed as activators | 0.31% of 410,000 active; note: % of control where 0% means no effect; nearly all actives have a fitted effect of over 65% in size
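Luciferase luminescence (Steady-Glo, 30 min at room temperature) served as the read-out of ARE activation in AREc32 cells treated with compounds for 24 hr at 37 deg C.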
S2 tox – cell viability loss in ATXN counter-screen; 0.49% of 400,000 active; S2 cells (HEK-293 line with an ATXN2-luciferase reporter) viability, CellTiter-Fluor protease fluorescence, 24 h; AID 651635; Potency, µM (doses to about 56.7 µM), actives largely listed as cytotoxic; note: nearly all actives have a fitted effect of over 40% in size
MCF10A rerep – inducers of DNA re-replication in MCF 10A breast cells; MCF 10A DNA re-replication, Hoechst nuclear intensity, 48 h; Potency, µM (series often up to 46.1 µM), for the others: at the highest dose activity, positive = re-replication, most hits filed as activators; 2.9% of 350,000 active; note: % of control where 0% means no effect; nearly all actives have a fitted effect of over 50% in size
EPAC2 antag – blocks human EPAC2 exchange factor. Q8WZA2. EPAC2 GEF exchange of Rap1B-BODIPY-GDP, fluorescence. Potency, µM (highest dose often 114 µM), inactives show at the highest dose activity, negative = inhibition, most hits filed as inhibitors. 0.18% of 360,000 active. AID 720708; note: % is set by controls: 0 for no effect and ±100 for the full control effect; nearly all actives have a fitted effect of over 45% in size; many of its hits are not listed in these tables
Target sequence (Q8WZA2 whole entry, looked up): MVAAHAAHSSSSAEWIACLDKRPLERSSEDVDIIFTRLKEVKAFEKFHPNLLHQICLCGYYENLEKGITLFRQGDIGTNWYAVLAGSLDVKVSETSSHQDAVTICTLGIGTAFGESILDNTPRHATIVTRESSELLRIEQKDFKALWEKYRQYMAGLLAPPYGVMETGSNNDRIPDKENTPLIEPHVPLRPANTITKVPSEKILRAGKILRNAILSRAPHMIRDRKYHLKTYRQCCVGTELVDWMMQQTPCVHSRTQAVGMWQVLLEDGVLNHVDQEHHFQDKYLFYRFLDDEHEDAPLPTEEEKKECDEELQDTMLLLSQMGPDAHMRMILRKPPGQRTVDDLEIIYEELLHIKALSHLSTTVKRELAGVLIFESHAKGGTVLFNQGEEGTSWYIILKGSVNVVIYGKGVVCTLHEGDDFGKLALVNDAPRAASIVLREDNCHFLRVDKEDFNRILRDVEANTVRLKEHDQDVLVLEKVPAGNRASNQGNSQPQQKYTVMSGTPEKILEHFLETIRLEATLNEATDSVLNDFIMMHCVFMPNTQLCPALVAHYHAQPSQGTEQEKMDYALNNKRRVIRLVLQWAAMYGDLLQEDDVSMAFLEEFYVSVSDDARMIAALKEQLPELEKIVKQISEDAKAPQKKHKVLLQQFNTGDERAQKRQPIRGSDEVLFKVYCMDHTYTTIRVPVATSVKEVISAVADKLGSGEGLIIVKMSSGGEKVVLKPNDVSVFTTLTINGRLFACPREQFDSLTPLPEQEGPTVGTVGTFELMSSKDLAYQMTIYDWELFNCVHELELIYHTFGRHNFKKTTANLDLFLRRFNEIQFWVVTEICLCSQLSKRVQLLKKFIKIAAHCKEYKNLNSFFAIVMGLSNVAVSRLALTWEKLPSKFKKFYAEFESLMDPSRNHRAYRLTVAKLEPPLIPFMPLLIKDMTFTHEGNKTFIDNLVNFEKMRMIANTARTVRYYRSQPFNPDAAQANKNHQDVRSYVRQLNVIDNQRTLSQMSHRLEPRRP
A549 viability – counter-screen for Nrf2 inhibitors: cytotoxicity in A549 cells; A549 ARE-Fluc cells, CellTiter-Fluor viability, 18-24 h; Potency, µM (highest dose often 46 µM), for inactives: at the highest dose activity change, negative = cytotoxicity, usual class: inhibitors; 0.16% of 390,000 active; AID 504648; note: % is set by controls: 0 for no effect and ±100 for the full control effect
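A549 ARE-Fluc cells in 5% FBS OPTI-MEM, 5000 cells/well, rested 2 h then exposed to compounds in concentration-response for 18-24 h at 37 °C. Viability by CellTiter-Fluor fluorescence (Ex 405/Em 525) after 30 min; luciferase luminescence (BugLite, 15 min, RT) read afterwards.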
HepG2 tox – HepG2 cytotoxicity, counter-screen for TGF-b inhibitors. HepG2 CAGA-GFP viability, ATP luminescence, 18 h. Potency, µM (highest dose often 46.1 µM), without a hit: at the highest dose activity change, negative = cytotoxicity, usual class: cytotoxic. 0.76% of 410,000 active. AID 588856; note: some results filed as inactive show a strong effect at the top dose
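CellTiter-Glo luminescence gave cytotoxicity after 18 hours at 37 degrees C. The cells were HepG2 CAGA-GFP in 1% FBS DMEM, stimulated with 500 pg/mL TGF-beta after compound addition. %Activity was normalised to no-cell wells (complete cell-killing) and DMSO (no toxicity), and curves were fitted and classified.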
Nrf2 inh – inhibitors of Nrf2 signaling; A549 ARE-Fluc reporter, luciferase luminescence, 18-24 h; 2.1% of 360,000 active; Potency, µM (top dose mostly 46 µM), without a hit: top-dose activity change, negative = inhibition, usual class: inhibitors; note: % is set by controls: 0 for no effect and ±100 for the full control effect; nearly all actives have a fitted effect of over 60% in size
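A549 ARE_Fluc cells (5000/well, 5% FBS OPTI-MEM) pre-incubated 2 h, then treated with compounds 18-24 h at 37C/5% CO2 in concentration-response. CellTiter-Fluor viability read first; BugLite luciferase luminescence after 15 min at room temperature gives Nrf2 activity.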
Starred values were filed as active, the others as inactive; i = inactive; ? = inconclusive; . = not tested or not shown; [ ] = dose if it differs, or a comment. Calls come from the whole dose curve; as a rule, active = well fitted curve in the direction sought with a large enough effect; inconclusive = small, poorly fitted or top-dose-only effect, or another doubt; inactive = no such curve, though single readings can be large; an effect the other way counts as inactive or inconclusive. Potency is the fitted concentration of half-maximal effect. Some of the compounds tested, so the mix of outcomes need not match the whole.

#1 O=C(CNS(=O)(=O)c1cccc(C(F)(F)F)c1)NC1CCCCCC1
#2 Cc1nc(S(=O)(=O)N2CCN(c3cccc(Cl)c3)CC2)cn1C
#3 COP(=O)(OC)C(Nc1ccc(C)cc1)c1ccc(Br)cc1 (centres undefined)
#4 O=C1c2ccc([N+](=O)[O-])cc2C(=O)N1Cc1cccnc1
#5 CC(=O)Nc1ccc(NC(=O)C(C)OC(=O)C2(c3ccc(F)cc3)CCCC2)cc1 (centres undefined)
#6 CCCn1c(SCC(=O)N2c3ccccc3CCc3ccccc32)nc2c1c(=O)n(C)c(=O)n2C
#7 O=C(/C=C/Nc1ccc(F)c(Cl)c1)c1ccco1
#8 C=CCOc1ccc(Br)cc1CNCCCN1CCOCC1

Compound	1	2	3	4	5	6	7	8
ATXN2 expr inh	2.8%	-5.4%	3.6%	-3.0%	-22.2%	-19.7%	53.3%[activator]	-18.6%
TGFb SMAD3 inh	-3.3%	6.0%	4.6%	2.3%	-23.0%	-4.5%	?	-3.1%
Nrf2 activator	0.1%	0.6%	0.3%	-1.0%	-0.5%	-0.4%	?	0.2%
S2 tox	i	i	i	i	?	?	i	?
MCF10A rerep	2.6%	.	-23.6%	2.3%	-25.6%[9.22 µM]	4.8%	-1.2%	-0.4%
EPAC2 antag	-4.3%	.	-9.7%	4.5%	?	2.5%	-3.1%	7.1%
A549 viability	-2.8%	16.9%	0.8%	0.3%	-5.2%	3.3%	-7.0%	-17.3%
HepG2 tox	-5.7%	-23.2%	-8.4%	1.6%	-6.5%	-2.3%	2.2%	-3.4%
Nrf2 inh	-19.2%	.	0.5%	4.4%	?	-7.7%	?	9.6%

Reprinted from the part before: 4 entries, then new ones.
#5 CC(=O)Nc1ccc(NC(=O)C(C)OC(=O)C2(c3ccc(F)cc3)CCCC2)cc1 (centres undefined)
#6 CCCn1c(SCC(=O)N2c3ccccc3CCc3ccccc32)nc2c1c(=O)n(C)c(=O)n2C
#7 O=C(/C=C/Nc1ccc(F)c(Cl)c1)c1ccco1
#8 C=CCOc1ccc(Br)cc1CNCCCN1CCOCC1
#9 O=S(=O)(c1ccc2ccccc2c1)N1CCN(CCO)CC1
#10 COc1ccccc1-c1cc(C(=O)Nc2c(F)cc(F)cc2Br)no1
#11 CCOc1nc(OCC)c2[nH]c(C(=O)O)c(Br)c2n1
#12 COc1ccc(OCCCC(=O)Nc2nccs2)cc1
#13 O=C(COc1ccc2c(-c3ccccc3)cc(=O)oc2c1)NCCCn1ccnc1
#14 Cc1ccccc1Cn1c(CN2CCC(C(=O)NCCN(C)C)CC2)cc2ccccc21
#15 Cc1ccc2c(c1)C(c1ccccc1)N(C(=O)c1ccccc1F)CC(=O)N2 (centres undefined)
#16 c1ccc(Cn2c[n+](Cc3ccccc3)cn2)cc1

Compound	5	6	7	8	9	10	11	12	13	14	15	16
ATXN2 expr inh	-22.2%	-19.7%	53.3%[activator]	-18.6%	2.3%	-10.5%	-17.8%	2.7%	-18.6%	.	-10.5%	.
TGFb SMAD3 inh	-23.0%	-4.5%	?	-3.1%	-0.5%	-11.8%	-5.1%	-12.9%	-1.4%	12.6µM*	0.9%	-8.1%
Nrf2 activator	-0.5%	-0.4%	?	0.2%	-0.2%	-1.0%	0.0%	1.8%	6.1%	11.8%	5.3%	-0.9%
S2 tox	?	?	i	?	i	i	i	i	i	.	i	i
MCF10A rerep	-25.6%[9.22 µM]	4.8%	-1.2%	-0.4%	5.1%	-3.0%	15.5%	-3.0%	?	.	.	-6.1%
EPAC2 antag	?	2.5%	-3.1%	7.1%	1.4%	-10.7%	-0.6%	7.1%	3.8%	.	.	-3.0%
A549 viability	-5.2%	3.3%	-7.0%	-17.3%	2.8%	1.2%	8.5%	-2.0%	12.1%	-6.5%	0.0%	0.6%
HepG2 tox	-6.5%	-2.3%	2.2%	-3.4%	-15.7%	-46.1%	-6.8%	14.4%	-3.7%	10µM*	-12.2%	-0.3%
Nrf2 inh	?	-7.7%	?	9.6%	-1.4%	.	1.0%	7.0%	-20.0%	.	8.8%[9.27 µM]	10.7%

#17 Cc1ccc(C)c2[nH]c(=O)c(CN(CC3CCCO3)C(=S)NCc3ccco3)cc12 (centres undefined)
#18 CCOC(=O)c1c(C)[nH]c(C(=O)N2CCCC(C(=O)c3cccc(OC)c3)C2)c1C (centres undefined)
#19 CC(=O)NCCC(=O)Nc1nc(-c2cccs2)c(-c2cccs2)s1
#20 COc1ccc2c(c1)C=CC1(O2)N(CCO)c2ccccc2C1(C)C (centres undefined)
#21 O=C(COC(=O)C1CC2CCCC(C1)C2=O)NNC(=O)c1ccccc1F (centres undefined)
#22 Cc1c(-c2nnc(SCC(=O)O)n2-c2ccccc2Br)nnn1-c1ccccc1
#23 COC(=O)c1ccc(NC(=O)C[n+]2ccccc2C)cc1
#24 CCCc1nnc(NC(=O)CCC(=O)N2CCN(Cc3cc(Cl)ccc3OC)CC2)s1

Compound	17	18	19	20	21	22	23	24
ATXN2 expr inh	15.4%	-6.7%	1.1%	41.4%[activator]	18.5%	5.4%	.	-9.9%
TGFb SMAD3 inh	-3.1%	-25.1%	8.3%	-16.3%	-18.7%	11.5%	5.9%	-5.5%
Nrf2 activator	8.4%	-0.6%	2.1%	3.3%	-0.2%	0.1%	-0.5%	-0.6%
S2 tox	i	i	i	i	i	i	i	i
MCF10A rerep	?	6.4%	2.8%	20.6µM*	0.3%	3.1%	-1.8%	1.7%
EPAC2 antag	-7.7%	-1.8%	-0.7%	?	-1.1%	-3.4%	-3.3%	-8.8%
A549 viability	-8.3%	0.7%	-0.2%	-20.1%	-5.5%	6.7%	-0.3%	6.3%
HepG2 tox	-12.2%	-20.2%	-3.5%	-36.3%	-6.3%	0.8%	1.5%	-25.4%
Nrf2 inh	10.8%	-2.1%	-20.7%	1.9%	-9.2%	-17.4%	-12.6%	-4.5%

#25 COc1ccc(C(N)=O)cc1N
#26 COc1ccccc1Nc1nc(N)nc(CN2CCC(C)CC2)n1
#27 COc1cc([N+](=O)[O-])cc2sc(NC(=O)C3CC3)nc12
#28 Cc1ccc(C(=O)NCCNC(=O)c2ccccc2)cc1
#29 O=C(CSc1nnc(CNC(=O)C23CC4CC(CC(C4)C2)C3)n1-c1ccccc1)Nc1ccccc1
#30 O=C1NC(=O)C(=C2CCOC2=O)N1
#31 COc1ccc(C(=O)c2cn(Cc3ccccc3F)c3cc4c(cc3c2=O)OCCO4)cc1OC
#32 Cc1ccc(C2C3=C(CC(C)(C)CC3=O)OC3=C2C(=O)CC(C)(C)C3)cc1

Compound	25	26	27	28	29	30	31	32
ATXN2 expr inh	-7.6%	-20.1%	.	-13.5%	8.4%	.	4.8%	-21.9%[11.3 µM]
TGFb SMAD3 inh	0.0%	-2.0%	-39.5%	10.9%	-4.1%	-12.7%	?	-2.1%
Nrf2 activator	-0.1%	2.2%	-0.8%	-0.4%	-0.3%	-1.0%	5.6%	-0.2%
S2 tox	i	i	i	i	i	?	?	i
MCF10A rerep	-3.4%	0.8%	21.0%	-1.6%	-5.3%	.	.	-13.3%
EPAC2 antag	-6.1%	-0.1%	4.3%	13.6%	12.5%	-6.3%	.	5.2%
A549 viability	-9.2%	2.1%	0.1%	-1.1%	-1.4%	.	-9.9%	0.0%
HepG2 tox	-15.3%	-38.0%	-14.2%	9.4%	0.2%	4.7%	-24.6%	2.3%
Nrf2 inh	6.9%	-0.5%	-1.4%	10.8%	9.3%	.	17.9%	-3.7%

#33 Nc1c(C(=O)CCC(=O)O)oc2ccc(Cl)cc12
#34 CC12CCC(=O)N1C(C(=O)NNC(=O)c1ccc(Cl)cc1)CS2 (centres undefined)
#35 COC(=O)c1cccc(NC(=O)Cn2cnc3c2c(=O)n(C)c(=O)n3C)c1
#36 CCOc1cc(NC(=S)NCCCOC)c(OCC)cc1NC(=O)c1ccco1
#37 CCOc1ccc(NC(=O)COC(=O)C2(C)CC2(Cl)Cl)c([N+](=O)[O-])c1 (centres undefined)
#38 C/C(=N\NC(=S)NCc1ccccc1)c1ccc2ccccc2c1
#39 CC1=C(C(=O)OCc2ccccc2)C(c2ccccc2-c2ccccc2)NC(=O)N1CCCCCC(=O)O (centres undefined)
#40 Cc1ccc(S(=O)(=O)N2CCOCC2)cc1C(=O)OC(C)C(=O)c1ccccc1 (centres undefined)

Compound	33	34	35	36	37	38	39	40
ATXN2 expr inh	-0.7%	-18.2%	-9.5%	-5.2%	8.0%	101.0%[activator]	-0.1%	-0.5%
TGFb SMAD3 inh	-8.6%	7.1%	12.9%	-15.9%	5.1%	-4.0%	?	4.5%
Nrf2 activator	-0.6%	0.2%	-0.6%	3.1%	3.2%	3.2%	-0.1%	4.1%
S2 tox	i	i	i	i	i	i	i	i
MCF10A rerep	-1.5%	-3.1%	-8.6%	6.8%	6.5%	16.4µM*	9.8%	15.9%
EPAC2 antag	-2.8%	4.7%	6.0%	12.0%	-1.5%	8.0%	-23.9%	-11.7%
A549 viability	5.0%	-13.3%	-2.9%	11.4%	10.9%	0.3%	-2.9%	1.9%
HepG2 tox	-6.3%	2.9%	-4.6%	-4.4%	1.9%	-29.8%	-23.5%	-3.0%
Nrf2 inh	12.6%	-7.9%	-1.5%	0.1%	0.8%	?	-20.5%	-6.2%

#41 Cc1cccc(Nc2nn3c(=O)c4cc5c(cc4nc3s2)OCO5)c1
#42 COc1ccc(CN2CCN(Cc3c[nH]c4ccccc34)CC2)cc1OC
#43 CCOC(=O)C1CCCN(CC(O)COc2cccc(C)c2)C1 (centres undefined)
#44 CN(C(=O)COC(=O)CSc1ccc([N+](=O)[O-])cc1)C1CCS(=O)(=O)C1 (centres undefined)

Compound	41	42	43	44
ATXN2 expr inh	11.0%	.	-5.2%	-18.2%
TGFb SMAD3 inh	7.4%	-13.3%	-0.4%	-2.3%
Nrf2 activator	5.2%	7.4%	-0.3%	0.3%
S2 tox	i	i	i	i
MCF10A rerep	.	.	2.6%	-15.6%
EPAC2 antag	.	2.0%	0.6%	1.5%
A549 viability	2.1%	.	1.7%	-6.5%
HepG2 tox	-13.7%	-38.5%	6.6%	-7.0%
Nrf2 inh	?	.	13.0%	8.2%
